CDK5 p35 inh: blocks human CDK5/p35 kinase activity; Q00535+Q15078; Recombinant CDK5/p35, ADP-Glo luminescence, 60 min; inhibition, % at 10 µM; 0.01% of 330,000 active;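 active = highest replicate inhibition of at least 50% and at least 75% of replicates reaching 50%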;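 note: plate controls were DMSO neutral control for no effect and GW8510 at 10 µM for full effect; many of its hits are not listed in these tables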
Target sequence (Q00535 whole entry, looked up): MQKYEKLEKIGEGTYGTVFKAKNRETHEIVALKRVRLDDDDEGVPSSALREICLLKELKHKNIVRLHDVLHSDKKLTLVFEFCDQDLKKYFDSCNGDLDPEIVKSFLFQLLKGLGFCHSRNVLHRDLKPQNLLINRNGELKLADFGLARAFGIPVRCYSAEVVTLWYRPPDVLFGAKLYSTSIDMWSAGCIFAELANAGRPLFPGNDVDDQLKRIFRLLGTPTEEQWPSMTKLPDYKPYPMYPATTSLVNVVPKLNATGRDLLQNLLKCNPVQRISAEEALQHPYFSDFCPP
Target sequence (Q15078 whole entry, looked up): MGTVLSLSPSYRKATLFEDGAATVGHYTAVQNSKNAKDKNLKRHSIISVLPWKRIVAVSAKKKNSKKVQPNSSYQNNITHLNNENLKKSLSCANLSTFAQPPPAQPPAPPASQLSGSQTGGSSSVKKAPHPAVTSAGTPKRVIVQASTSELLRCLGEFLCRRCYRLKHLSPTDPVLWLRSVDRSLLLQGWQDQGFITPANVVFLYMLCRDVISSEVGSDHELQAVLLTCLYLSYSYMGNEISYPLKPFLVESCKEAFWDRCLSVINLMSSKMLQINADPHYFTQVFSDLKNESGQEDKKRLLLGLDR
Tat transport: blocks Tat-dependent protein export in E. coli. inhibition, % at 10 µM. 0.036% of 340,000 active. E. coli MC4100 TorA-mCherry Tat export, fluorescence. AID 488895;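 active = mean replicate inhibition at least 50% and at least half of replicates individually reaching 50%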;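 note: exported cargo escapes ClpAP degradation while cytoplasmic cargo is degraded and loses fluorescence; 0% = median of neutral control wells and 100% = median of NaSCN control wells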
HTR5A inv ctr: HTR5A inverse agonism, opioid heterodimer counter-screen. P47898. HTR5A cell line, luminescence. inhibition, % at 9.3 µM. 0.083% of 340,000 active; in the data active = inhibition mostly above about 23%, no sharp cut-off; inactive = mostly below about 18%;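 note: 0% = cells with DMSO and 100% = no-cell wells with DMSO; some compounds called inactive have numbers as strong as hits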
Target sequence (P47898 whole entry, looked up): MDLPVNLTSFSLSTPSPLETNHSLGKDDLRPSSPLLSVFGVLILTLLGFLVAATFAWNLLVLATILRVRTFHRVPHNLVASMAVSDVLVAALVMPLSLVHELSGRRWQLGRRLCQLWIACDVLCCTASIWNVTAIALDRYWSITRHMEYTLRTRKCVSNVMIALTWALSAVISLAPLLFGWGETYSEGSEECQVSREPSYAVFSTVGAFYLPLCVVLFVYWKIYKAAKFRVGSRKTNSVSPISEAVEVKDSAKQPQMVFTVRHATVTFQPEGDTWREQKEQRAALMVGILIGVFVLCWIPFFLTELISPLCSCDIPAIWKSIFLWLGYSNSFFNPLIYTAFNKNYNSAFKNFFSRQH
Ecoli viability: counter-screen for AddAB inhibitors: E. coli growth inhibition | E. coli V3065 growth, OD600 absorbance, 18 h | inhibition, % at 11.9 µM | 0.27% of 330,000 active;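 active = inhibition above the campaign's mean inhibition across all tested compounds plus 3 SD, cut at about 9.9% in these data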;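 note: uninfected addAB+ strain grown without phage in ampicillin broth; 0% = DMSO wells and 100% = ciprofloxacin 0.95 µg/ml wells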
DAGLB inh: blocks human DAGLB lipase activity; Q8NCG7; inhibition, % at 5.17 µM; HEK293T DAGLB membrane lysate, EnzChek fluorogenic substrate; 0.059% of 340,000 active; in the data active = inhibition above about 34%;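 note: 0% = enzyme with vehicle and 100% = wells lacking enzyme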
phage Ecoli inh: E. coli growth loss with phage present; 0.26% of 360,000 active; growth absorbance; inhibition, % at 11.9 µM; in the data active = inhibition above about 11%
AddAB inh: less growth of phage-infected E. coli with AddAB; AID 435030; inhibition, % at 11.9 µM; 0.29% of 330,000 active; E. coli expressing H. pylori AddAB, absorbance growth; in the data active = inhibition above about 12%;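 note: 0% = vehicle wells of infected cells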
HTR5A ag ctr: activates human HTR5A in OPRM1-OPRD1 agonist counter-screen. P47898. activation, % at 9.3 µM. 0.61% of 340,000 active. HTR5A agonist assay, luminescence, cell-based. AID 504692; in the data active = activation mostly above about 9.5%, no sharp cut-off; inactive = mostly below about 7.6%;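 note: 0% = cells with vehicle only and 100% = reference agonist; strong numbers were not always called active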
PKA-R1A activ: PKA-R1A complex activation. P00514+P68181. PKA-R1A dissociation, Cy5-IP20 fluorescence polarization; scaled: DMSO 0%, 113 µM cGMP 100%. activation, % at 11.4 µM. 0.083% of 340,000 active;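 active = percent activation above the mean of all tested compounds plus 3 SD, cut at about 19% in these data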;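 note: higher means more PKAc released from R1A so a rise in polarization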
PKA-R2B activ: activators of human PKA-R2B complex. P22694+P31323. PKA-R2B holoenzyme dissociation, Cy5-IP20 fluorescence polarization; R2B truncated from residue 108, S112A mutant; 0% DMSO only, 100% 113 µM cGMP. activation, % at 11.4 µM. 0.079% of 340,000 active. AID 504700;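 active = activation above a cutoff set at the mean over all compounds plus 3 SD, cut at about 18% in these data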;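 note: higher means more holoenzyme dissociation and a rise in polarization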
SUMO Mot1 rescue: SUMOylation pathway inhibition by Mot1-301 growth rescue | S. cerevisiae Mot1-301 growth rescue, ATP luminescence, 38.5C; percent above DMSO median, 100 means doubled | growth rescue, % at 18.8 µM | 1% of 320,000 active | AID 2716;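 active = every valid replicate shows activation above 250% relative to neutral control wells; inactive = the rest, any valid replicate at or below 250%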;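 note: OY570 slx delta 5 strain wells were the positive control but not used for scaling; some compounds called inactive have numbers as strong as hits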
* = called active by the depositor.

Screening Cc1cccn2c(=O)c3cc(C(=O)NCC4CCCO4)c(=N)n(CCN4CCOCC4)c3nc12 (stereo not drawn) returned CDK5 p35 inh 0.0, Tat transport -3, HTR5A inv ctr 5, Ecoli viability 1.9, DAGLB inh 3, phage Ecoli inh 3.8, AddAB inh 1.7, HTR5A ag ctr 0, PKA-R1A activ 0, PKA-R2B activ -1 and SUMO Mot1 rescue 7.
`Cc1ccc(-c2noc(CCC(=O)NCc3ccc4c(c3)OCO4)n2)cc1` gave CDK5 p35 inh 0.9, Tat transport 4, HTR5A inv ctr -2, Ecoli viability -1.6, DAGLB inh -2, phage Ecoli inh 1.3, AddAB inh 0.9, HTR5A ag ctr 0, PKA-R1A activ -3, PKA-R2B activ -5 and SUMO Mot1 rescue 10.
For CCN1CCCC1CNC(=S)Nc1ccc(C(C)=O)cc1 (stereo not drawn) the results were CDK5 p35 inh 2.3, Tat transport 4, HTR5A inv ctr 5, Ecoli viability -2.4, DAGLB inh -1, phage Ecoli inh 3.8, AddAB inh 1.8, HTR5A ag ctr -2, PKA-R1A activ 0, PKA-R2B activ -5 and SUMO Mot1 rescue 198.
For COc1ccc(CN2CCN(Cc3cccn3-c3ncccn3)CC2CCO)c(C)c1C (stereo not drawn) the results were CDK5 p35 inh 0.0, Tat transport -3, HTR5A inv ctr 6, Ecoli viability 0.6, DAGLB inh 0, phage Ecoli inh 3.0, AddAB inh 4.4, HTR5A ag ctr -3, PKA-R1A activ 2, PKA-R2B activ -13 and SUMO Mot1 rescue 0.
Screening CC(=O)c1cccc(-n2nnnc2SCC(=O)NNC(=O)C(C)C)c1 returned CDK5 p35 inh -1.6, Tat transport -4, HTR5A inv ctr -18, Ecoli viability -0.7, DAGLB inh 0, phage Ecoli inh 5.5, AddAB inh -1.5, HTR5A ag ctr 0, PKA-R1A activ 12, PKA-R2B activ 0 and SUMO Mot1 rescue -24.
`COc1ccc(CNC(=O)COC(=O)C2=COCCO2)cc1` gave CDK5 p35 inh -0.8, Tat transport -1, HTR5A inv ctr 18, Ecoli viability 0.7, DAGLB inh -2, phage Ecoli inh 1.6, AddAB inh -0.2, HTR5A ag ctr -4, PKA-R1A activ -9, PKA-R2B activ 9 and SUMO Mot1 rescue -2.
O=C(COC(=O)/C=C/c1cccc(F)c1)Nc1ccc2[nH]c(=O)[nH]c2c1 was read as CDK5 p35 inh 3.8, Tat transport 3, HTR5A inv ctr -16, Ecoli viability -0.3, DAGLB inh 1, phage Ecoli inh 3.3, AddAB inh -0.8, HTR5A ag ctr 6, PKA-R1A activ 0, PKA-R2B activ -5 and SUMO Mot1 rescue 1.
For CC(C)(c1cc(Br)c(O)c(Br)c1)c1cc(Br)c(O)c(Br)c1 the results were CDK5 p35 inh -1.0, Tat transport 27, HTR5A inv ctr 1, Ecoli viability 0.2, DAGLB inh 31, phage Ecoli inh 4.6, AddAB inh 2.0, HTR5A ag ctr 0, PKA-R1A activ 6, PKA-R2B activ -6 and SUMO Mot1 rescue -17.
`COC(=O)c1c(C)oc2ccc(N(C(=O)c3ccncc3)S(=O)(=O)c3ccccc3)cc12` gave CDK5 p35 inh -1.6, Tat transport 0, HTR5A inv ctr 1, Ecoli viability 0.0, DAGLB inh -1, phage Ecoli inh 0.6, AddAB inh 1.9, HTR5A ag ctr 9, PKA-R1A activ -4, PKA-R2B activ -12 and SUMO Mot1 rescue 39.
`CCSc1nnc(-c2c[nH]c3ccccc23)o1` gave CDK5 p35 inh -0.6, Tat transport 3, HTR5A inv ctr 1, Ecoli viability 1.1, DAGLB inh -1, AddAB inh -0.9, HTR5A ag ctr 0, PKA-R1A activ -9, PKA-R2B activ 8 and SUMO Mot1 rescue 19.
O=C(c1cc(Br)ccc1Cl)N1CCCC1 was read as CDK5 p35 inh 1.1, Tat transport -2, HTR5A inv ctr -15, Ecoli viability -0.7, DAGLB inh -1, phage Ecoli inh 2.0, AddAB inh -0.8, HTR5A ag ctr 5, PKA-R1A activ -3, PKA-R2B activ 5 and SUMO Mot1 rescue -7.
For Cc1cc(C(=O)NC2CCCc3c2cnn3-c2cc(F)cc(F)c2)nn1C (stereo not drawn) the results were CDK5 p35 inh 0.5, Tat transport 4, HTR5A inv ctr 17, Ecoli viability 2.2, DAGLB inh 2, phage Ecoli inh 2.7, AddAB inh 2.0, HTR5A ag ctr 0, PKA-R1A activ -12, PKA-R2B activ 0 and SUMO Mot1 rescue 6.
For Cc1cc(Oc2ccc(Br)cc2)nc(SCC(=O)c2ccccc2)n1 the results were CDK5 p35 inh -9.1, Tat transport 28, HTR5A inv ctr -47, Ecoli viability -1.7, DAGLB inh -16, phage Ecoli inh 0.7, AddAB inh 1.1, HTR5A ag ctr 2, PKA-R1A activ 0, PKA-R2B activ 2 and SUMO Mot1 rescue -8.
`C=CCn1c(COc2ccc(CC)cc2)nnc1SCC(=O)NC1CCS(=O)(=O)C1` (stereo not drawn) gave CDK5 p35 inh 0.9, Tat transport -1, HTR5A inv ctr -9, Ecoli viability 1.3, DAGLB inh 0, phage Ecoli inh 3.9, AddAB inh 1.9, HTR5A ag ctr -4, PKA-R1A activ 4, PKA-R2B activ 1 and SUMO Mot1 rescue 9.
Screening O=C(NC(Cc1c[nH]c2ccccc12)C(=O)NCc1ccc(F)cc1)OCc1ccccc1 (stereo not drawn) returned CDK5 p35 inh -1.5, Tat transport -3, HTR5A inv ctr -9, Ecoli viability -2.0, DAGLB inh 0, phage Ecoli inh 2.5, AddAB inh -2.2, HTR5A ag ctr 4, PKA-R1A activ 2, PKA-R2B activ 3 and SUMO Mot1 rescue -2.
Screening CCOC(=O)CN1CC23C=CC(O2)C(C(=O)NC2CCCCCC2)C3C1=O (stereo not drawn) returned CDK5 p35 inh 0.8, Tat transport -3, HTR5A inv ctr -6, Ecoli viability -0.3, DAGLB inh 1, phage Ecoli inh 4.2, AddAB inh 0.5, HTR5A ag ctr -4, PKA-R1A activ 6, PKA-R2B activ -4 and SUMO Mot1 rescue -7.
Screening CCN(CC)CCC(=O)NC(C)(C)Cc1ccc(O)cc1 returned CDK5 p35 inh 1.3, Tat transport 5, HTR5A inv ctr -5, Ecoli viability -3.4, DAGLB inh -4, phage Ecoli inh 1.1, AddAB inh 0.8, HTR5A ag ctr -1, PKA-R1A activ -2, PKA-R2B activ 1 and SUMO Mot1 rescue 4.
CC(=O)c1c(C(C)=O)c(C)n(NC(=O)c2ccccc2O)c1C was read as CDK5 p35 inh -0.8, Tat transport 0, HTR5A inv ctr 6, Ecoli viability 0.7, DAGLB inh 3, phage Ecoli inh 1.0, AddAB inh 0.7, HTR5A ag ctr -4, PKA-R1A activ -12, PKA-R2B activ 12 and SUMO Mot1 rescue -15.
Screening Cc1nc(Cc2nnc(SCc3nc(N)nc(Nc4ccccc4C)n3)o2)cs1 returned CDK5 p35 inh 0.2, Tat transport 7, HTR5A inv ctr -1, Ecoli viability -4.0, DAGLB inh 0, phage Ecoli inh 4.6, AddAB inh 0.1, HTR5A ag ctr -3, PKA-R1A activ -1, PKA-R2B activ 1 and SUMO Mot1 rescue 217.
`Cc1cc(N2O[C@H]3C=C[C@@H]2C3)no1` gave CDK5 p35 inh 2.4, Tat transport -5, HTR5A inv ctr -3, Ecoli viability -0.9, DAGLB inh -2, phage Ecoli inh 1.4, AddAB inh -3.1, HTR5A ag ctr 1, PKA-R1A activ -4 and PKA-R2B activ 1.
`CC1CC(C)CN(C(=O)Nc2ccc(Br)cc2)C1` (stereo not drawn) gave CDK5 p35 inh -2.0, Tat transport 1, HTR5A inv ctr 24, Ecoli viability 0.7, DAGLB inh -4, phage Ecoli inh 6.9, AddAB inh 1.0, HTR5A ag ctr 3, PKA-R1A activ -5, PKA-R2B activ 3 and SUMO Mot1 rescue 268.
For COCCn1c(-c2ccc(F)cc2)nc2oc3cc(OC)ccc3c(=O)c2c1=O the results were CDK5 p35 inh -0.1, Tat transport 6, HTR5A inv ctr -21, Ecoli viability -3.1, DAGLB inh -1, phage Ecoli inh 0.5, AddAB inh -0.6, HTR5A ag ctr -2, PKA-R1A activ 0, PKA-R2B activ 16 and SUMO Mot1 rescue -8.
Screening CCc1ccc(CN2CCN(C(=O)c3ccco3)CC2)cc1 returned CDK5 p35 inh 1.3, Tat transport -4, HTR5A inv ctr -8, Ecoli viability 0.2, DAGLB inh -3, phage Ecoli inh 2.0, AddAB inh -0.1, HTR5A ag ctr 2, PKA-R1A activ -4, PKA-R2B activ -6 and SUMO Mot1 rescue -13.
Cc1ccc(C(c2nnnn2CCC(C)C)N2CCN(C)CC2)cc1 (stereo not drawn) was read as CDK5 p35 inh -0.8, Tat transport -1, HTR5A inv ctr 10, Ecoli viability -0.4, DAGLB inh -2, phage Ecoli inh 0.2, AddAB inh 0.0, HTR5A ag ctr -6, PKA-R1A activ 5 and PKA-R2B activ 4.
For Cc1cc(C)n2nc(SCC(=O)N(CC(C)C)c3c(N)n(CC(C)C)c(=O)[nH]c3=O)nc2n1 the results were CDK5 p35 inh -0.9, Tat transport -4, HTR5A inv ctr -14, Ecoli viability -1.4, DAGLB inh 2, phage Ecoli inh -0.5, AddAB inh 4.3, HTR5A ag ctr 5, PKA-R1A activ 0, PKA-R2B activ -12 and SUMO Mot1 rescue -19.
For Cc1nc2c(C(=O)NCCC3=CCCCC3)c[nH]n2c(=O)c1Cl the results were CDK5 p35 inh -0.9, Tat transport 13, HTR5A inv ctr 19, Ecoli viability -1.0, DAGLB inh 11, phage Ecoli inh 2.7, AddAB inh -0.3, HTR5A ag ctr 1, PKA-R1A activ -1, PKA-R2B activ 4 and SUMO Mot1 rescue 6.
Screening Cc1nnc2n(-c3ccccc3)c(=O)c3c4c(sc3n12)CC(C)CC4 (stereo not drawn) returned CDK5 p35 inh -0.8, Tat transport -1, HTR5A inv ctr -11, Ecoli viability -0.4, DAGLB inh 1, phage Ecoli inh 2.9, AddAB inh -8.6, HTR5A ag ctr 0, PKA-R1A activ -3, PKA-R2B activ -6 and SUMO Mot1 rescue 7.
C=CCNc1nc(NC(C)(C)CO)nc(OCC)n1 was read as CDK5 p35 inh -0.7, Tat transport -3, HTR5A inv ctr -1, Ecoli viability -2.1, DAGLB inh 2, phage Ecoli inh 2.0, AddAB inh -0.2, HTR5A ag ctr -4, PKA-R1A activ -4, PKA-R2B activ -1 and SUMO Mot1 rescue -14.
`CCCCC(CC)CNC(=O)C(Cc1ccccc1)NS(=O)(=O)c1ccc2c(c1)CCC(=O)N2` (stereo not drawn) gave CDK5 p35 inh 0.2, Tat transport 5, HTR5A inv ctr 4, Ecoli viability 0.0, DAGLB inh 5, phage Ecoli inh 2.7, AddAB inh 4.2, HTR5A ag ctr -1, PKA-R1A activ 1, PKA-R2B activ 0 and SUMO Mot1 rescue -11.
COc1ccc(NC(=O)CN2CCN(c3ccc(F)cc3)CC2)cc1 was read as CDK5 p35 inh -0.1, Tat transport 21, HTR5A inv ctr -26, Ecoli viability -2.8, DAGLB inh -2, phage Ecoli inh 2.7, AddAB inh -1.1, HTR5A ag ctr 7, PKA-R1A activ 0, PKA-R2B activ 3 and SUMO Mot1 rescue 23.
